# COUP-TFII inh – NR2F2 transcriptional activity inhibitors, primary screen, cell-based, luciferase reporter, HEK293T, luminescence. HEK293T NGFI-A luciferase reporter. inhibition, % at 8.6 µM. actives 0.7% (n = 370,000). AID 686940, 2013;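 active means inhibition above a per-plate cutoff, mean inhibition of test wells between control levels plus 3 SD, cut at about 38% in these data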;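 further: cells cotransfected with COUP-TFII expression vector driving the NGFI-A reporter; 0% = median of COUP-TF2 test wells and 100% = reporter-only cells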
# NCOA2 inhibitor – inhibition of GAL4-SRC2 driven luciferase reporter, primary screen, SRC2 inhibitor project, cell-based, luminescence. Nuclear receptor coactivator 2 (Homo sapiens), Q15596. HEK293 GAL4-SRC2 luciferase reporter. inhibition, % at 9 µM. actives 0.17% (n = 370,000);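 active means inhibition above the mean inhibition of all tested compounds plus 3 SD, set per campaign, cut at about 52% in these data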;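 further: 0% = DMSO treated cells and 100% = cells given Gossypol at 36 µM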
# TLR9-MyD88 inh – inhibitors of TLR9-MyD88 association in cells, primary screen, cell-based, CHO, BLA complementation, fluorescence. Toll-like receptor 9 (Homo sapiens) + Myeloid differentiation primary response protein …. CCF4 FRET ratio. inhibition, % at 4.98 µM. actives 0.21% (n = 340,000);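 active means inhibition above the mean over all tested compounds plus 3 SD, cut at about 21% in these data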;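 further: 0% = DMSO only wells and 100% = clavulanate BLA inhibitor control wells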
# LMP1 NFkB inh – EBV LMP1-driven NF-kappaB luciferase reporter inhibitors, primary screen, cell-based, luminescence, single point; AID 504558, 2011; LMP1-induced NF-kappaB luciferase reporter cells; inhibition, % at 12.5 µM; actives 0.69% (n = 350,000); in the data active means inhibition above about 41%;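 further: 0% = neutral control wells and 100% = reference inhibitor control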
# MC4R antagonist – MC4R antagonists of cAMP signaling, primary screen, cell-based, TR-FRET, antagonist arm of biased-ligand search; Melanocortin receptor 4 (Homo sapiens), P32245; MC4R-expressing cells, MTII-stimulated cAMP, LANCE TR-FRET; inhibition, % at 6.5 µM; actives 0.48% (n = 360,000); AID 540295, 2011;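 active means inhibition above its plate's cutoff, the mean of tested wells on that plate plus 3 SD, cut at about 29% in these data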;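 further: 0% = Melanotan II alone and 100% = Melanotan II plus saturating MCL0020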
# Target sequence (P32245 whole entry, looked up): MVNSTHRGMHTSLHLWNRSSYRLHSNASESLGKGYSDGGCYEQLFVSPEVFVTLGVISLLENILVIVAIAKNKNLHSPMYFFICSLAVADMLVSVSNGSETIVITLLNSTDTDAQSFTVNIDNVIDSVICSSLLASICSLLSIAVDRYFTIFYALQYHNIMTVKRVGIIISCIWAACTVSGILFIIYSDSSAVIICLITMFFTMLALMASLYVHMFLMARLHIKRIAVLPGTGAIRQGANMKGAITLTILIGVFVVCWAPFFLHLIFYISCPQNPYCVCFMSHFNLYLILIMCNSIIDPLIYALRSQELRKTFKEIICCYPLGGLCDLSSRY
#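 Material: U2OS-MC4R stable cell line | Reagent: Melanotan II challenge after compound preincubation | Doses: One concentration, 6.5 µM nominal | Incubation: 30-min compound preincubation, 1-h Melanotan II challenge, 1-h detection, room temperature | Signal: TR-FRET cAMP assay | Replicates: One well per compound, no replicates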
# LRH-1 inv ag – LRH-1 (NR5A2) inverse agonists, primary screen, cell-based, luminescence, HEK293T, StAR-luciferase reporter. inhibition, % at 3.6 µM. Nuclear receptor subfamily 5 group A member 2 (Homo sapiens), O00482. actives 0.13% (n = 360,000). LRH-1 transfected, 24 h;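 active means inhibition above the mean inhibition of all tested compounds plus 3 SD, cut at about 73% in these data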;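 further: 0% = DMSO wells and 100% = reporter-only cells lacking LRH-1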
# Target sequence (O00482 whole entry, looked up): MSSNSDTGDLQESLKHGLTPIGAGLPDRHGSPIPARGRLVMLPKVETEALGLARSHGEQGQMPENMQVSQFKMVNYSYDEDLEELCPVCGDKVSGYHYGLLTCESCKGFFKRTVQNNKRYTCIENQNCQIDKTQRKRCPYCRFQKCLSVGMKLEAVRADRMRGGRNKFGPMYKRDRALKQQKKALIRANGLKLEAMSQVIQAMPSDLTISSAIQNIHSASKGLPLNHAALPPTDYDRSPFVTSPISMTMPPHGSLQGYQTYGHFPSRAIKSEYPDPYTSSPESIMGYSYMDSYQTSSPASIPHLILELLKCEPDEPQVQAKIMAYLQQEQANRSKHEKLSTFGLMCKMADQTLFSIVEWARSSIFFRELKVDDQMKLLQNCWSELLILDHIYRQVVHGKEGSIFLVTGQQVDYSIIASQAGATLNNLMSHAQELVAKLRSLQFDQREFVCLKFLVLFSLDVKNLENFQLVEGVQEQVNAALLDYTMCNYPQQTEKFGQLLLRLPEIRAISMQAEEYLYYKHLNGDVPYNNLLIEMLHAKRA
# MC4R barr agon – MC4R agonists recruiting beta-arrestin, primary screen, cell-based, luminescence, agonist arm of biased-ligand search. Melanocortin receptor 4 (Homo sapiens), P32245. U2OS MC4R beta-arrestin complementation; percent of melanotan II response, DMSO zero. activation, % at 8.9 µM. actives 0.98% (n = 360,000). AID 540308, 2011;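 active means activation above a per-plate cutoff, the mean activation of sample wells on that plate plus 3 SD, cut at about 8% in these data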
# NCOA1 inh – SRC1 coactivator transcriptional activity inhibitors, primary screen, cell-based, luminescence; HEK293 GAL4-SRC1 luciferase reporter; inhibition, % at 3.6 µM; actives 0.12% (n = 360,000);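 active means inhibition above the campaign mean plus 3 SD, with each screening campaign given its own cutoff, cut at about 60% in these data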;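 further: 0% = DMSO treated cells and 100% = gossypol at 36 µM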
# NOD2-RIPK2 inh – NOD2-RIPK2 binding disruptors in cells, primary screen, fluorescence, CHO cells, BLA complementation | inhibition, % at 4.98 µM | AID 624267, 2012 | CCF4 ratio | actives 0.38% (n = 360,000) | Receptor-interacting serine/threonine-protein kinase 2 (Homo sapiens), O43353; in the data active means inhibition above about 21%;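 further: 0% = vehicle only and 100% = reference blocker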
# ABHD5 PLIN5 PPI – ABHD5-PLIN5 interaction inhibitors, primary screen, cell lysate, split luciferase complementation, luminescence. AID 602281, 2012. inhibition, % at 4 µM. actives 0.78% (n = 360,000). Split G. princeps luciferase complementation, 4 h;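 active means inhibition above the mean inhibition across every tested compound plus 3 SD, cut at about 22% in these data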;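 further: 0% = DMSO only wells and the 100% control is not disclosed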
# NCOA3 inh – SRC3 coactivator transcriptional activity inhibitors, primary screen, cell-based, luminescence | AID 588352, 2011 | HEK293 GAL4-SRC3 luciferase reporter | inhibition, % at 3.6 µM | actives 0.17% (n = 360,000);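 active means inhibition above a per-campaign cutoff, the mean of all compounds plus 3 SD, cut at about 60% in these data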;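 further: 0% = DMSO-treated cells and 100% = gossypol-treated cells at 36 µM; higher means less SRC3-driven luciferase light from the GAL4 reporter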
# Starred values were filed as active, the others as inactive; · = not tested or not shown. These rows are one share of the data, so the mix of outcomes need not match the whole.
SMILES,COUP-TFII inh,NCOA2 inhibitor,TLR9-MyD88 inh,LMP1 NFkB inh,MC4R antagonist,LRH-1 inv ag,MC4R barr agon,NCOA1 inh,NOD2-RIPK2 inh,ABHD5 PLIN5 PPI,NCOA3 inh
CC1CC(=O)C2=C(C1)Nc1ccccc1SC2c1ccc(F)cc1 (stereo unspecified),5,-3,-4,6,4,0,1.8,5,-8,1,9
CC1(NC(=O)CSc2nnc(-c3c[nH]c4ccccc34)n2C2CC2)CCS(=O)(=O)C1 (stereo unspecified),1,-25,-11,-9,9,-7,-2.6,-2,-8,-6,-6
COc1ccccc1CNC(=O)CCC(=O)N1CC(C)Sc2ccccc21 (stereo unspecified),-4,-21,-9,4,8,20,-2.3,7,-8,3,-5
O=C(NCC1COc2ccccc2O1)c1ccco1 (stereo unspecified),-5,-32,-6,0,21,-2,1.8,-10,-16,4,10
Cc1cccc(NC(=O)CNC(=O)[C@H]2O[C@@H](n3ccc(=O)[nH]c3=O)[C@H](O)[C@@H]2O)c1C,5,8,·,·,·,-1,·,-11,-11,3,-20
Cc1cc(=O)oc2cc(OCC(=O)NC3CC(C)(C)NC(C)(C)C3)c(Cl)cc12,-12,-50,2,-9,-1,19,2.1,2,-1,3,5
O=C(/C=C/c1ccccc1)CCN1CCCCC1,1,-1,-5,-4,3,-12,-3.0,-42,-2,23*,3
O=C(COC(=O)/C=C/c1ccc(Cl)cc1)NC1CCCC1,-5,-1,-4,-1,5,23,-0.5,9,-6,-2,-2
Cc1cccc(CC(=O)NC2CCS(=O)(=O)C2)c1 (stereo unspecified),15,10,2,-1,0,-15,-0.1,2,2,4,3
CC(C)NC(=O)Nc1ccc(Br)cc1Cl,8,32,11,12,10,-1,-3.2,8,2,5,6
COc1ccc(CNC(=O)CN(Cc2ccccc2)C(=O)c2csnn2)cc1,-15,-8,0,3,3,7,-0.2,-11,-2,-5,6
COc1ccc(N2CSC3=C(C#N)C(c4cccc(OC)c4OC)CC(=O)N3C2)cc1 (stereo unspecified),-18,-30,3,-5,1,-22,-1.6,-59,13,-16,-38
COc1ccc(C2c3[nH]c4ccccc4c3C[C@H]3C(=O)N(C4CCN(Cc5ccccc5)CC4)CC(=O)N23)cc1OC (stereo partly specified),14,-3,-4,-5,12,-4,1.0,-24,1,1,-12
Cc1ccc(S(=O)(=O)N(CC(=O)Nc2ccc(Cl)cc2)C(=O)N2CCN(C)CC2)cc1,8,-45,4,-7,12,17,3.3,-4,-17,-3,-30
CCOc1ccccc1N1CCN(C(=O)c2cc(S(=O)(=O)N(C)C)ccc2N2CCCC2)CC1,-26,-13,-11,2,13,-4,0.2,11,-8,6,-28
O=C(NCc1cccnc1)C1CCCN(S(=O)(=O)c2ccc(Br)cc2)C1 (stereo unspecified),-4,-21,3,3,0,-4,-1.7,3,-8,-1,-5
CCOc1ccccc1N1C(=O)c2ccc(S(=O)(=O)c3ccc(C(=O)O)cc3)cc2C1=O,12,3,-12,3,2,0,-2.0,2,-6,-11,-5
CN(C)S(=O)(=O)c1cccc(NC(=S)NCc2ccco2)c1,8,-3,5,1,14,5,-2.9,-8,4,5,8
CCOC(=O)N1CCN(C(=O)CCl)CC1,-15,21,3,-16,2,49,0.1,-24,-1,-1,17
OC1O[C@H](c2ccc3c(c2)OCO3)[C@H]2CO[C@H](c3ccc4c(c3)OCO4)[C@@H]12 (stereo partly specified),-6,-10,0,-1,0,-3,0.5,-9,1,-1,-18
COc1ccc(C2=NO[C@@H]3C(=O)N(Cc4ccccc4)C(=O)[C@H]23)cc1OC,12,15,-1,1,-7,-6,-0.1,6,-2,3,15
Cc1ccsc1/C=N/n1c(-c2ccccn2)n[nH]c1=S,7,-3,-1,6,-2,-1,-3.9,-11,-8,-1,0
Cc1oc(CC(C)C)cc1C(=O)Nc1cccc2ccccc12,4,-17,-5,-4,3,-15,0.3,1,-4,-12,6
CNC(=O)/C(C#N)=C/c1c(N2CCN(c3ccccc3)CC2)nc2c(C)cccn2c1=O,17,-35,3,1,4,3,-0.6,-4,-9,2,15
Cn1c(=O)c2cc(S(=O)(=O)N3CCC(c4ccccc4)CC3)ccc2n(C)c1=O,12,-14,10,1,5,6,-0.9,0,3,-2,-1
# The list continues.
SMILES,COUP-TFII inh,NCOA2 inhibitor,TLR9-MyD88 inh,LMP1 NFkB inh,MC4R antagonist,LRH-1 inv ag,MC4R barr agon,NCOA1 inh,NOD2-RIPK2 inh,ABHD5 PLIN5 PPI,NCOA3 inh
CC(C)=C1C2CCC1C1C(=O)N(c3nccs3)C(=O)C21 (stereo unspecified),-3,35,-1,10,8,3,-2.6,-20,2,2,16
COc1ccc(OCC(=O)Nc2cccc(C(C)=O)c2)cc1,-13,-9,1,-7,10,-6,-1.7,1,3,5,-24
Cc1cc(NC(=O)c2ccc(C#N)cc2)n(-c2ccccn2)n1,5,24,-8,-2,2,13,-0.1,0,-3,1,9
O=C(NCc1ccco1)/C(=C/C=C\c1ccccc1)NC(=O)c1ccc(Br)o1,9,5,-1,4,3,7,-0.7,7,-11,4,23
CC(C)Oc1ccc(CN2CCC2(C)C(=O)Nc2ccc(Cl)c(Cl)c2)cc1 (stereo unspecified),22,-40,·,·,3,-10,0.2,-8,3,-10,-8
O=[N+]([O-])c1cccc(S(=O)(=O)N/N=C\c2ccc3c(c2)OCO3)c1,-14,-9,-1,-4,3,-4,-1.4,-22,-7,10,-55
O=S(=O)(c1ccccc1)N(CC1CO1)c1cccc2ccccc12 (stereo unspecified),6,7,·,-6,7,5,0.6,-9,-14,-5,-10
O=C(c1ccc(N2CCOCC2)nc1)N1CCCCC1,10,-18,6,5,10,-3,-2.6,-18,3,-1,3
CC(C)N(Cc1nc(-c2ccccc2)no1)C(=O)c1ccc2c(c1)OCO2,·,·,-17,5,10,-11,0.7,7,-3,3,16
Cc1ccccc1NC(=O)c1sc2nc[nH]c(=O)c2c1C,10,13,3,-3,-2,0,0.3,2,-6,8,-2
CCOc1ccccc1Nc1nc2ccc(C)cc2n2cnnc12,3,-3,2,4,5,2,1.1,-10,0,5,1
COc1cc(NC(=O)c2cc(C)on2)cc(OC)c1OC,·,·,-2,-3,10,4,-1.3,4,-3,0,3
Cc1cc2ncn(S(=O)(=O)c3ccc(F)cc3)c2cc1C,-17,-17,-5,10,6,21,-1.0,2,-4,3,3
CCCCN1CC[C@H]2C=CC[C@@H](C(=O)NCCc3ccccc3)[C@H]2C1=O,14,11,5,0,5,16,-0.5,1,-136,-2,-3
CC1CCCN(C(=O)CN2C(=O)c3ccccc3C2=O)C1 (stereo unspecified),-5,-16,-2,7,3,18,-2.8,2,1,3,-2
CC1CN(C(=S)NC(=O)c2ccc(Cl)cc2)CC(C)O1 (stereo unspecified),3,-15,-14,-4,-4,-6,-3.2,0,6,-1,-19
COc1cc(CCC(=O)OCC(=O)Nc2ccc(C)cc2Cl)cc(OC)c1OC,10,4,-5,-9,7,7,-0.5,-15,-5,-3,-24
COc1ccc(-c2c(=O)n(OCc3ccccc3[N+](=O)[O-])c3ccccc3[n+]2[O-])c(OC)c1,-4,-2,0,-5,13,1,-0.6,-5,-11,-5,13
C[C@H](CO)N1C[C@H](C)[C@@H](CN(C)S(=O)(=O)c2cn(C)cn2)Oc2ccc(NS(=O)(=O)c3ccccc3)cc2C1=O,14,-21,-8,-1,8,-33,-0.1,-18,4,-5,8
O=C(COC(=O)c1ccc(F)c([N+](=O)[O-])c1)NC(=O)NCc1ccccc1,-3,4,2,0,-25,-37,-7.0,-19,10,-1,-1
COc1ccc(CCN2CC(C(=O)NCCc3ccccc3C(F)(F)F)CCC2=O)cc1 (stereo unspecified),-6,-5,-4,-16,-3,-49,-2.6,-36,-8,1,-31
COc1ccc(N2CCN(S(=O)(=O)c3ccc4c(c3)N(C(C)=O)CCO4)CC2)cc1,23,18,9,-6,3,-2,-0.6,-49,-4,-4,5
CCOc1ccc(S(=O)(=O)N(C)c2ccc(OCC(=O)NCC3CCCO3)cc2)cc1 (stereo unspecified),7,9,7,-7,10,7,-2.1,-4,2,5,10
CC(C)C(=O)N1CCCC1(C)C(=O)Nc1ccc2c(c1)OCO2 (stereo unspecified),·,·,·,·,8,8,0.7,-1,-6,-1,11
Cc1cccnc1Nc1nc(-c2ccc(O)c(O)c2)cs1,-42,-33,-5,-15,12,-137,-1.7,-124,-4,5,-83
# Following part.
SMILES,COUP-TFII inh,NCOA2 inhibitor,TLR9-MyD88 inh,LMP1 NFkB inh,MC4R antagonist,LRH-1 inv ag,MC4R barr agon,NCOA1 inh,NOD2-RIPK2 inh,ABHD5 PLIN5 PPI,NCOA3 inh
COc1ccc(S(=O)(=O)N(CC(C)C)CC(C)C)c2cccnc12,7,-6,-9,4,2,8,0.1,8,-5,-7,-21
O=C(O)CSCC(=O)Nc1ccc(Cl)cc1C(F)(F)F,-20,-2,0,3,-3,-8,-1.2,7,-1,0,9
O=C(Nc1ccc2c(c1)OCO2)C1CC(=O)N(c2ccc3c(c2)OCCO3)C1 (stereo unspecified),1,10,20,0,3,-23,-2.9,-16,-3,4,13
Clc1ccc(C(c2nnnn2C2CCCC2)N2CCSCC2)cc1 (stereo unspecified),5,8,-6,-9,10,25,-2.2,10,3,-7,11
Cc1ccc(NC(=O)c2cc(-c3ccccc3)n[nH]2)cc1,-31,5,-2,-26,-7,-5,1.1,-8,8,-6,-1
CCN(CC(=O)NCc1cccs1)C(=O)c1cccc(Cl)c1,-4,-3,0,1,1,-4,0.1,-13,-10,2,8
COc1ccc(C)cc1S(=O)(=O)N(CC(=O)Nc1cc([N+](=O)[O-])ccc1C)c1ccc(C)c(C)c1,13,16,-6,49*,8,-9,-1.6,8,-6,0,15
